Compound activity (PubChem BioAssay)
Efa HMGR inh = inhibitors of E. faecalis class II HMGR, primary screen, biochemical, Enterococcus faecalis; inhibition, % at 10 µM; AID 1066, 2008; purified E. faecalis HMGR, NADPH absorbance 340 nm kinetic; HMG-CoA reductase (Enterococcus faecalis, mvaE); 190,000 compounds, 0.41% hits;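 active means inhibition above a set limit, the median over all tested compounds plus 3 SD, cut at about 9.5% in these data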;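 further: enzyme runs in reverse so mevalonate oxidation gives rising NADPH absorbance; 0% = complete reaction with DMSO and 100% = background rate lacking mevalonate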
TNAP inh hiacc = human TNAP enzyme inhibitors, primary screen, biochemical, luminescent, high phosphate acceptor level, uHTS | AID 1135, 2008 | 200,000 compounds, 0.03% hits | purified TNAP, CDP-star luminescence, 1 M DEA | inhibition, % at 20 µM;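 active means over 50% inhibition of tissue-nonspecific alkaline phosphatase at 20 µM in the single-dose screen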;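 further: plate controls were DMSO wells for no effect and EDTA-quenched wells as full inhibition for full effect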
Target sequence (P05186 whole entry, looked up): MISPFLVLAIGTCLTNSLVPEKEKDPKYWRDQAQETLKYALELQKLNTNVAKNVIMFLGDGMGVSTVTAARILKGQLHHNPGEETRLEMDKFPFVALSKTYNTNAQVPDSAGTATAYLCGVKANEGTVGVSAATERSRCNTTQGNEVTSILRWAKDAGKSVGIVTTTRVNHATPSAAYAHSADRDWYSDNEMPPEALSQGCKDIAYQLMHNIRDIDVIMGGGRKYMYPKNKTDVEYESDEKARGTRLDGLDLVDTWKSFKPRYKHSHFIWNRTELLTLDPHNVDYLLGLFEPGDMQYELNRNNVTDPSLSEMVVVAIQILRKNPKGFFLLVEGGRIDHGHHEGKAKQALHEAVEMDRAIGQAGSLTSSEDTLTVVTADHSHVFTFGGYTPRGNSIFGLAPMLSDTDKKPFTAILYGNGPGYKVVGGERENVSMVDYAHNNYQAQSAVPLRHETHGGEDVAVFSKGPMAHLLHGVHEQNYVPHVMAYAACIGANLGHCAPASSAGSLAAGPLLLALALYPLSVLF
PPARg SRC3 recr = PPARgamma agonists recruiting SRC-3 coactivator, primary screen, biochemical; Peroxisome proliferator-activated receptor gamma (Homo sapiens), P37231; biochemical PPARgamma/SRC-3 coactivator recruitment assay; activation, % at 8 µM; 200,000 compounds, 0.26% hits; in the data active means activation above about 23%;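 further: 0% = DMSO and 100% = reference agonist; some compounds past the cut are filed as inactive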
Target sequence (P37231 whole entry, looked up): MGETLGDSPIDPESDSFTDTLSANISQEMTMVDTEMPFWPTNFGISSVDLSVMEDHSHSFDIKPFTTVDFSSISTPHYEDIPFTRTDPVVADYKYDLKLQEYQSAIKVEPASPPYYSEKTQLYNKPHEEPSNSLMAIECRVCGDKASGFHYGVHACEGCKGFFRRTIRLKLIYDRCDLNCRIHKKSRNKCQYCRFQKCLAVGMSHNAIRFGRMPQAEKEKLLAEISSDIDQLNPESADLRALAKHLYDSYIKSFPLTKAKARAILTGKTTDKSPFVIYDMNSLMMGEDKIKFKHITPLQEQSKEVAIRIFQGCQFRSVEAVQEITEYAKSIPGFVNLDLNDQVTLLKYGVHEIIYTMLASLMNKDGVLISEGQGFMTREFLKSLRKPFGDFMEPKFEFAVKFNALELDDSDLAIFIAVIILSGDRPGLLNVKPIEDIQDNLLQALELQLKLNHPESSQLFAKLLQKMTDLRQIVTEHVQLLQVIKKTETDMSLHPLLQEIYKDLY
bIAP activator = bovine intestinal alkaline phosphatase activators, primary screen, biochemical, bovine IAP, CDP-star luminescence; alkaline phosphatase, intestinal [Bos taurus]; purified bovine IAP, 30 min; stronger effect = higher value; fold of DMSO-control signal, blank-subtracted; activation factor at 20 µM; 200,000 compounds, 0.17% hits; AID 1016, 2008;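 active means activation factor of 2 or more at 20 µM, a signal rise over negative controls twice the positive control's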
TR-FRET SRC-2 ct = TR-FRET signal artefacts, primary screen, artefact control for PPARgamma SRC-2 agonist project, biochemical. TR-FRET ratio at 8 µM. TR-FRET artefact counter-screen; stronger effect = higher value. 200,000 compounds, 0.4% hits. AID 1049, 2008; in the data active means TR-FRET ratio above about 2000; further: inactives centre near 1500
TNAP inh noacc = human TNAP enzyme inhibitors, primary screen, biochemical, luminescent, no phosphate acceptor, uHTS; AID 1012, 2008; inhibition, % at 20 µM; 200,000 compounds, 0.26% hits; Alkaline phosphatase, tissue-nonspecific isozyme (Homo sapiens), P05186; purified TNAP, CDP-star luminescence, 30 min;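 active means tissue-nonspecific alkaline phosphatase inhibition above about 50% at 20 µM in the single-dose screen, limit read from the data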;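 further: 0% = DMSO negative control and 100% = EDTA positive control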
PPARg SRC2 recr = agonists of PPARg-SRC-2 recruitment, primary screen, biochemical, HTS; Peroxisome proliferator-activated receptor gamma (Homo sapiens), P37231; PPARgamma LBD-SRC-2 recruitment; activation, % at 8 µM; 200,000 compounds, 0.34% hits; in the data active means activation above about 22%;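 further: 0% = vehicle and 100% = reference agonist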
TNAP act hiacc = TNAP activators at high phosphate acceptor level, primary screen, biochemical, luminescence, uHTS. Alkaline phosphatase, tissue-nonspecific isozyme (Homo sapiens), P05186. 200,000 tested, under 10 active. activation factor at 20 µM. purified TNAP, CDP-star luminescence, 1 M DEA, 30 min; stronger effect = higher value; 0 = EDTA background, 1 = DMSO-only activity;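 active means activation factor at least 2 at 20 µM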
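system = human TNAP | amount = enzyme diluted 1/800 final | reagent = 100 µM CDP-star substrate | signal = luminescent substrate turnover signal | dosing = one dose, 20 µM | benchmarks = EDTA negative control, DMSO positive control | measure = activation factor | timing = 30 min reaction, room temperature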
PPARg SRC-1 ag = PPARgamma agonists recruiting SRC-1 coactivator, primary screen, biochemical; Peroxisome proliferator-activated receptor gamma (Homo sapiens), P37231; PPARgamma-SRC-1 coactivator recruitment biochemical assay; activation, % at 8 µM; 200,000 compounds, 0.41% hits; AID 631, 2007; in the data active means activation above about 19%;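 further: 0% = DMSO and 100% = reference agonist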
bIAP inh = bovine intestinal alkaline phosphatase inhibitors, primary screen, selectivity assay for TNAP inhibitor project, biochemical, bovine IAP, CDP-star luminescence | alkaline phosphatase, intestinal [Bos taurus] | purified bovine IAP, 30 min | inhibition, % at 20 µM | 190,000 tested, under 10 active | AID 1019, 2008;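 active means over 50% inhibition of intestinal alkaline phosphatase at 20 µM in the single-dose screen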
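test system = bovine IAP enzyme | medium = DEA buffer 100 mM, pH 9.8, with MgCl2 1.0 mM, ZnCl2 0.02 mM | detection = luminescence | dosing = single compound dose of 20 µM, 2% DMSO final | incubation = 30 min reaction at room temperature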
Starred values were filed as active, the others as inactive; . = not tested or not shown.

SMILES | Efa HMGR inh | TNAP inh hiacc | PPARg SRC3 recr | bIAP activator | TR-FRET SRC-2 ct | TNAP inh noacc | PPARg SRC2 recr | TNAP act hiacc | PPARg SRC-1 ag | bIAP inh
COc1cc(NC(=O)C2CCCN2S(=O)(=O)c2ccc3c(c2)CCC(=O)N3)cc(OC)c1 (centres undefined) | -8 | -5 | -3 | 1 | 1467 | -10 | 2 | 1 | -4 | -1
O=C(COc1ccccc1[N+](=O)[O-])Nc1ccc(N2CCN(C(=O)c3cccs3)CC2)cc1 | -2 | -6 | 6 | 1 | 1596 | -6 | -1 | 1.1 | 8 | 4
CCC1C(=O)NCCN1Cc1nc(-c2ccc(C)s2)oc1C (centres undefined) | 0 | 1 | 6 | 0.9 | 1559 | -4 | 7 | 1 | 16 | 6
CCOC(=O)c1sc(=NC(=O)/C=C/c2ccccc2)n(C)c1C | -4 | -2 | -11 | 1.1 | 1460 | -8 | -6 | 1 | -2 | -10
CCc1ccc(NCc2nc(-c3ccccc3)no2)cc1 | -2 | 0 | -4 | 1 | 1476 | -4 | -3 | 1 | -4 | -1
COc1ccnc(Oc2ccccc2)n1 | 0 | 4 | -1 | 1.1 | 1538 | -4 | 0 | 1 | -2 | -11
COc1cccc(CN2CCNC(=O)C2CC(=O)N(C)CCc2ccccn2)c1 (centres undefined) | 1 | -8 | 3 | 1 | 1621 | -15 | -2 | 1.1 | 8 | 4
c1ccc(-n2ncc3c(NCc4cccs4)ncnc32)cc1 | -1 | 2 | 5 | 0.9 | 1716 | -3 | 9 | 1 | 8 | 14
Cc1ccc(NC(=O)CN2C(=O)/C(=C\c3cccs3)SC2=S)cc1 | -6 | 1 | -1 | 0.9 | 1583 | 0 | 3 | 1 | 2 | 13
CCCn1c(N)c(C(=O)CN2CCN(S(=O)(=O)c3cccs3)CC2)c(=O)[nH]c1=O | 1 | -5 | -3 | 1 | 1396 | -11 | 0 | 1 | 4 | -2
Fc1ccc(N/N=C/C=C/c2ccccc2)c(F)c1 | -4 | -2 | 0 | 0.9 | 1547 | 1 | 2 | 1 | 2 | 10
CCN(CC)CCN(Cc1cc2cc(C)ccc2[nH]c1=O)C(=O)Nc1ccccc1OC | 0 | 1 | 2 | 0.8 | 1516 | 6 | 4 | 1 | -4 | 17
CCC/C(O)=C1\C(=O)CC(C)(C)CC1=Nc1ccccc1OC | 0 | -5 | . | 1 | . | -9 | . | 1.1 | . | -2
O=C(COc1ccc(/C=C\[N+](=O)[O-])cc1)N1CCOCC1 | -1 | -3 | 1 | 1.2 | 1453 | -8 | -4 | 1 | 0 | -23
CCc1nc(N[C@@H](CC(C)C)C(=O)O)c2oc3ccccc3c2n1 | 0 | -3 | -2 | 1 | 1510 | -10 | -6 | 1 | -15 | 5
Cc1ccccc1S(=O)(=O)Cc1ccc(C(=O)NC(C)c2ccc3c(c2)OCCO3)o1 (centres undefined) | -5 | -6 | -1 | 1.1 | 1514 | -18 | 3 | 1.1 | 5 | -11
CC(C(=O)NCc1ccc2c(c1)OCO2)N1c2cccc3cccc(c23)S1(=O)=O (centres undefined) | 2 | -1 | 0 | 1 | 1304 | -4 | -9 | 1 | 2 | -1
C=CCN1C(=O)c2oc3ccccc3c(=O)c2C1c1ccc(O)c(OC)c1 (centres undefined) | -1 | -4 | 0 | 1 | 1751 | -12 | 2 | 1 | 3 | -5
COc1ccc(/C(N)=N/OC(=O)CCc2ccccc2)cc1OC | -4 | -4 | 1 | 1.1 | 1510 | -19 | 2 | 1 | 2 | -13
CC(=O)NC1=NC(=O)/C(=C/c2cn(C(C)=O)nc2-c2ccccc2)S1 | 1 | 2 | 1 | 1 | 1637 | 1 | -2 | 1 | 13 | 1
Cc1ccc(C)c(N2CCN(C(=O)CNS(=O)(=O)c3cccs3)CC2)c1 | -1 | -5 | 0 | 0.6 | 1506 | -7 | 8 | 1 | -2 | 38
COc1ccc2nc3ccccc3nc2c1 | -1 | -4 | -1 | 1 | 1480 | -9 | -1 | 1 | 1 | 0
O=C(O)Cn1cc(C(=O)c2cccs2)c2ccccc21 | -3 | -5 | -6 | 0.9 | 1536 | -8 | 10 | 1.1 | 3 | 13
Cc1cc2ncn(-c3nnnn3-c3ccccc3)c2cc1C | 2 | -7 | 4 | 0.9 | 1552 | 3 | 3 | 1.1 | 0 | 9
O=C1NC(c2ccccc2)C(C(=O)c2cccs2)C(O)(C(F)(F)F)N1 (centres undefined) | 1 | -6 | 3 | 1 | 1496 | -12 | 3 | 1.1 | 1 | 1

Overlap with the part before: five compounds, then new ones.
SMILES | Efa HMGR inh | TNAP inh hiacc | PPARg SRC3 recr | bIAP activator | TR-FRET SRC-2 ct | TNAP inh noacc | PPARg SRC2 recr | TNAP act hiacc | PPARg SRC-1 ag | bIAP inh
Cc1ccc(C)c(N2CCN(C(=O)CNS(=O)(=O)c3cccs3)CC2)c1 | -1 | -5 | 0 | 0.6 | 1506 | -7 | 8 | 1 | -2 | 38
COc1ccc2nc3ccccc3nc2c1 | -1 | -4 | -1 | 1 | 1480 | -9 | -1 | 1 | 1 | 0
O=C(O)Cn1cc(C(=O)c2cccs2)c2ccccc21 | -3 | -5 | -6 | 0.9 | 1536 | -8 | 10 | 1.1 | 3 | 13
Cc1cc2ncn(-c3nnnn3-c3ccccc3)c2cc1C | 2 | -7 | 4 | 0.9 | 1552 | 3 | 3 | 1.1 | 0 | 9
O=C1NC(c2ccccc2)C(C(=O)c2cccs2)C(O)(C(F)(F)F)N1 (centres undefined) | 1 | -6 | 3 | 1 | 1496 | -12 | 3 | 1.1 | 1 | 1
CCOc1cccc(NC(=O)C2CC(=O)N(C)C(=Nc3cccc(F)c3)S2)c1 (centres undefined) | 1 | -1 | 11 | 1 | 1658 | -6 | 3 | 1 | 10 | 0
Cc1ccc(OCCCc2c(C)n[nH]c2C)cc1 | 1 | -4 | -2 | 0.8 | 1735 | -8 | -4 | 1 | 11 | 17
O=C(CN(C(=O)c1ccccc1Cl)N1C(=O)C2C3C=CC(C3)C2C1=O)c1cccs1 (centres undefined) | 0 | -5 | 4 | 1.1 | 1575 | -12 | 9 | 1.1 | 3 | -6
CCCCCCC1CC(CCc2nc(=S)[nH][nH]2)C(=O)O1 (centres undefined) | 1 | -4 | 3 | 1 | 1476 | -150 | 10 | 1 | 7 | -1
COc1ccc(OC)c(C(=O)CN2C(=O)NC(C)(c3ccccc3)C2=O)c1 (centres undefined) | -12 | -5 | 5 | 1 | 1542 | -11 | -2 | 1 | -8 | -4
Cn1cnc2c(=O)[nH]cc([N+](=O)[O-])c21 | 6 | -3 | 1 | 0.9 | 1516 | -11 | 5 | 1 | -4 | 14
Cn1cnnc1SCc1ccccc1Br | -5 | 2 | 0 | 0.9 | 1486 | -7 | 1 | 1 | 2 | 9
COc1ccc(CC(NC(C)=O)C(=O)NC2CCN(C(=O)NCc3ccccc3)CC2)cc1OC (centres undefined) | 0 | -5 | -12 | 1 | 1501 | -16 | -5 | 1 | -8 | -2
CCCc1nc2oc3c(NCCOCCO)ncnc3c2c2c1COC(C)(C)C2 | -1 | -4 | 2 | 1.1 | 1574 | -11 | 13 | 1 | 4 | -11
O=S(=O)(NC1CC1)c1cccc(S(=O)(=O)N2CCCC2)c1 | -6 | -2 | 7 | 0.9 | 1455 | -11 | 3 | 1 | 0 | 6
Cc1ccc(CNC(=O)CSCc2ccccc2)cc1 | -2 | -7 | 0 | 1 | 1627 | -14 | 4 | 1.1 | 3 | 2
Fc1ccccc1Cc1noc(CN2CCN(c3ccc(Cl)cn3)CC2)n1 | -5 | -3 | -8 | 0.9 | 1400 | -2 | -2 | 1 | -6 | 5
CN(C)CCCC(C)(O)C(C)(C)c1ccccc1 (centres undefined) | -2 | -4 | 0 | 0.9 | 1435 | -2 | 12 | 1 | 0 | 6
CCN(CC)CCNC(=O)C1CCCCN1S(=O)(=O)c1cccc([N+](=O)[O-])c1 (centres undefined) | -4 | 1 | -2 | 1 | 1520 | -8 | -8 | 1 | 0 | 2
O=C(NCc1ccccc1)C1=C[C@H](c2ccc(C(F)(F)F)cc2)C[C@H](OCc2ccc(CO)cc2)O1 | -3 | 0 | 6 | 1 | 1556 | -8 | 11 | 1 | 9 | 0
C#CCOC(=O)CCCC(=O)Nc1ccccc1OC | 0 | -6 | -3 | 1 | 1483 | -13 | 0 | 1.1 | 2 | 3
CN(C)C(=O)c1cn(-c2ccccc2)nc1-c1cccs1 | 0 | -4 | -5 | 0.9 | 1491 | -15 | 8 | 1 | -2 | 11
COc1ccc(NC(=O)C2CCN(S(=O)(=O)c3ccc(Br)s3)CC2)cc1OC | 5 | -4 | -2 | 1 | 1528 | -11 | -6 | 1 | -1 | 0
Cc1oc(C(C)(C)C)cc1C(=O)Nc1ccc(C(=O)O)cc1 | -5 | -7 | 5 | 0.9 | 1665 | -9 | 7 | 1.1 | -6 | 12
COc1ccc(NC(C)=O)cc1S(=O)(=O)Nc1ccc2c(c1)OCCO2 | -2 | 0 | -3 | 1.3 | 1471 | -1 | -1 | 1 | -5 | -30
O=c1[nH]c(=O)n(CCOc2ccc(Cl)cc2)cc1Br | 4 | -1 | 15 | 0.9 | 1566 | -8 | 3 | 1 | 3 | 12
Cc1ccc(Nc2nc(C(=O)N3CCC(C(=O)N4CCN(C)CC4)CC3)cs2)cc1 | 0 | -9 | 2 | 1 | 1456 | -3 | -10 | 1.1 | 9 | -3
Cc1nn(C)c(C(=O)Nc2ccc(S(=O)(=O)NC34CC5CC(CC(C5)C3)C4)cc2)c1Br | -2 | -3 | 7 | 1.1 | 1453 | 0 | 1 | 1 | -5 | -10
Cn1c(=O)oc2cc(S(=O)(=O)N3CCCC(C(=O)N4CCn5c4nc4ccccc45)C3)ccc21 (centres undefined) | -1 | 13 | -1 | 0.8 | 1339 | -10 | 1 | 0.9 | -6 | 17
Cc1cc(C)n2cc(CSc3ccccn3)nc2n1 | -5 | -2 | 5 | 1 | 1820 | -13 | 8 | 1 | 5 | -1
COc1ccc(S(=O)(=O)NCC(c2cccnc2)N2CCN(c3ccccc3OC)CC2)cc1C (centres undefined) | -3 | -2 | 8 | 1 | 1327 | -7 | -1 | 1 | -1 | 3
CN(c1cccc(NC(=O)CN(c2cccc(Cl)c2)S(=O)(=O)c2ccc(Cl)cc2)c1)S(C)(=O)=O | 1 | -3 | 1 | 0.9 | 1640 | -19 | 0 | 1 | 9 | 12
